KCNH2 3.1 inh = blocks the human KCNH2 3.1 channel isoform | activity change, % (tested at about 1.8 µM) | U2OS KCNH2 3.1, thallium flux FluxOr; hits give low values | AID 720553 | 340,000 tested, 0.95% active;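 active = maximum activity change below -70%; inconclusive = maximum activity change from -70% to -50%; inactive = maximum activity change above -50%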;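 also: thallium influx rate constant from kinetic fluorescence after stimulation buffer; % is scaled to controls: 0 for no effect and ±100 for the full control effect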
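Virally transduced U2OS (3.1 isoform, 4 h infection in dark at RT) → overnight 37 C → FluxOr + Red40 in HBSS/HEPES, 45 min → stimulation buffer, 2 min kinetic read → rate constant vs DMSO controls.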
GALK inh = galactokinase (human) inhibition; Purified GALK, Kinase-Glo residual ATP luminescence; P51570; AID 1868; 270,000 tested, 0.007% active; Potency, µM (highest dose often 57.5 µM), for the others: at the top dose activity change, negative = inhibition, actives largely listed as inhibitors; also: potency is read from the fitted curve at half-maximal effect; % is scaled to controls: 0 for no effect and ±100 for the full control effect
Target sequence (P51570 whole entry, looked up): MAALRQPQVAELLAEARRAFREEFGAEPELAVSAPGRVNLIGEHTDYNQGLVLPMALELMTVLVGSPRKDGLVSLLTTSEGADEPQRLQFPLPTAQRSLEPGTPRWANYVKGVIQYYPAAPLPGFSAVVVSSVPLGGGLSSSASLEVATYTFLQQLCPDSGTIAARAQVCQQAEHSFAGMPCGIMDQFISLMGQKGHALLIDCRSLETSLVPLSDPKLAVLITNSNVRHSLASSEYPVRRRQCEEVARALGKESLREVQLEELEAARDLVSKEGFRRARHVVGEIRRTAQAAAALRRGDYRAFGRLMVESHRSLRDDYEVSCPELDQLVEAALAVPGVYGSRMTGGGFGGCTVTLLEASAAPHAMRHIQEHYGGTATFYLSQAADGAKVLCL
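The enzyme phosphorylates galactose (100 uM) using ATP (35 uM); inhibition is detected as higher residual ATP, quantified by bioluminescence after 1 h reaction at room temperature, pH 8.0.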
Menin-MLL TR inh = displaces Texas Red mutant MLL peptide from human menin | O00255 | 270,000 tested, 0.23% active | Potency, µM (doses to about 61.6 µM), inactives show at the highest dose FP activity change, negative = inhibition, hits mostly inhibitors | Menin + Texas Red MLL mutant peptide, fluorescence polarization; active = well fitted inhibition curve with a large enough effect in the polarisation, with a control signal flat, not every such curve was filed as active; inconclusive = small, poorly fitted or top-dose-only effect, or effect the other way, or a change in a side signal; inactive = no such curve, though single readings can be large or run the other way; the % refers to the polarisation; also: potency is read from the fitted curve at half-maximal effect; % of control where 0% means no effect; many of its hits are not listed in these tables
Target sequence (O00255 whole entry, looked up): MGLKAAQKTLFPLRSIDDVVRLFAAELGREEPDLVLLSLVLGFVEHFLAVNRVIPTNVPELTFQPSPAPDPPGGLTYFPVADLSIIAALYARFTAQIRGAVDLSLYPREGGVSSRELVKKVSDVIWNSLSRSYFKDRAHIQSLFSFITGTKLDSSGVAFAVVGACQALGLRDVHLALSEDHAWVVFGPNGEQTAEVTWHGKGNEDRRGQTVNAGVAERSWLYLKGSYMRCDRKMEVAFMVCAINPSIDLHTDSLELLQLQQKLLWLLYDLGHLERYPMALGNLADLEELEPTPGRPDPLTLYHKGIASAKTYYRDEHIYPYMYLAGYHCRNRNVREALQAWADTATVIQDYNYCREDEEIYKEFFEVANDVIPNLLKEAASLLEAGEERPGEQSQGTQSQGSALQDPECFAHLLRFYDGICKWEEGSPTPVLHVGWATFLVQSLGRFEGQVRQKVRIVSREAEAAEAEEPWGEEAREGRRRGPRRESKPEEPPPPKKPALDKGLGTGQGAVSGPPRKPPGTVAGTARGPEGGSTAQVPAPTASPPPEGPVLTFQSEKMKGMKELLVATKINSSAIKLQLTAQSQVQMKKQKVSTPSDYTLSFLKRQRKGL
Giardia kill = kills Giardia lamblia | Giardia lamblia trophozoite viability | activity change, % at 7.66 µM, hits read low | 340,000 tested, 0.15% active; in the data active = activity change below about -80%; inconclusive = between about -30% and that limit;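 also: parasites exposed to compound for two days anaerobically before the ATP read; % is scaled to controls: 0 for no effect and ±100 for the full control effect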
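Viability, read as ATP luminescence: trophozoites at 100 cells/well, compound added, 48 hrs anaerobic at 37 deg C, then 15-30 min room-temperature development before reading.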
USP2a block = inhibitors of human ubiquitin-specific protease USP2a; O75604; USP2 core, Ub-CHOP2 coupled fluorogenic reporter, 485/531; Potency, µM (top dose mostly 38.3 µM), inactives show top-dose activity change, negative = inhibition, usual class: inhibitors; 330,000 tested, 0.01% active; AID 463254;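 also: potency is read from the fitted curve at half-maximal effect; plate controls were DMSO wells for no effect and full inhibition by NEM control for full effect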
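Deubiquitinase activity read as fluorescence (485/531 nm) after Ub-CHOP2 cleavage activates the enterokinase reporter on its substrate; USP2 core 10nM, Ub-CHOP2 and substrate 25nM each, 30min compound preincubation then 60min RT; data normalized to NEM, curves fitted.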
B2AR arrestin = recruits beta-arrestin to the human beta2-adrenergic receptor. Potency, µM (titrated, usually from 46.1 µM), for the others: at the highest dose activation, hits mostly activators. AID 492947. 330,000 tested, 0.02% active. beta-arrestin recruitment to beta2AR, cell-based reporter;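 also: potency is read from the fitted curve at half-maximal effect; 0% = DMSO controls and full agonism = EC100 isoproterenol or metaproterenol; nearly all actives have a fitted effect of over 65% in size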
Coupling enz = coupling enzyme interference in Giardia aldolase counter-screen | coupling enzyme system counterscreen, AmpLite Red fluorescence | activity change, negative = inhibition, % at 58.2 µM, hits read low | 290,000 tested, 0.67% active | AID 2472; in the data active = activity change below about -30%; also: % is scaled to controls: 0 for no effect and ±100 for the full control effect
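Activity here indicates interference with the coupling reaction, not aldolase inhibition. Compounds at 57.5 uM final met coupling enzymes for 10 min at RT; substrate and AmpLite Red detection followed, with a 525/598 nm fluorescence read after 20 min.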
PKM2 act = PKM2 (human) enzyme activation; purified PKM2, Kinase-Glo ATP luminescence, activation; response scale: 0% is enzyme alone, no compound; 260,000 tested, 0.34% active; Potency, µM (top dose mostly 57.5 µM), for inactives: at the highest dose activation, usual class: activators; also: potency is read from the fitted curve at half-maximal effect; % is scaled to controls: 0 for no effect and ±100 for the full control effect; nearly all actives have a fitted effect of over 55% in size
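hPK-M2, >95% pure; 0.1 mM ADP / 0.5 mM PEP final; imidazole pH7.2 buffer w/ 7 mM MgCl2, 50 mM KCl; 1 h RT; Kinase-Glo lum. Intermediate enzyme activity for dual inhibitor/activator qHTS.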
CXXC DNA block = MLL CXXC-DNA interaction inhibition; 290,000 tested, 0.037% active; MLL-CXXC / FITC-HOXA9 DNA fluorescence polarization; Q03164; Potency, µM (top dose mostly 115 µM), without a hit: at the highest dose activity change, negative = inhibition, usual class: inhibitors; AID 2662; active = well fitted inhibition curve with a large enough effect in the polarisation, with a control signal flat, not every such curve was filed as active; inconclusive = small, poorly fitted or top-dose-only effect, or effect the other way, or a change in a side signal; inactive = no such curve, though single readings can be large or run the other way; the % refers to the polarisation; also: potency is read from the fitted curve at half-maximal effect
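Purified MLL-CXXC (added from a 7 uM solution) was preincubated 5 min at ambient with pinned compounds in 50 mM Tris-HCl pH 7.5, 50 mM NaCl, 1 mM DTT, 0.05% BSA. Fluorescein-labeled HOX-A9 DNA (50 nM solution) followed, 30 min, then polarization read.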
TRPV1 agonist = agonists of human vanilloid receptor 1 (TRPV1). Q8NER1. TRPV1-expressing cells, Fluo-8 calcium influx, agonist mode. activation, % at 8.33 µM. 320,000 tested, 0.19% active. AID 540275; in the data active = activation above about 80%; inconclusive = between about 30% and that limit; also: 0% is about no effect
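Fluo-8 calcium influx in TRPV1-expressing cells, kinetic read (ex 480/em 520 nm). Compound added and read 3 min for agonist activity, followed by capsaicin at EC20 final and 2 min further read for enhancement.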
KCNH2 WT inh = inhibitors of human wildtype KCNH2 potassium channel | U2OS, BacMam KCNH2, thallium flux FluxOr; hits give low values | activity change, % at 1.84 µM | 340,000 tested, 0.37% active;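 active = maximum activity change below -70%; inconclusive = maximum activity change between -70% and -50%; inactive = maximum activity change above -50%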; also: % is scaled to controls: 0 for no effect and ±100 for the full control effect
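U2OS cells were transduced with wild-type KCNH2 virus (2.03 x 10^8 / mL) for 4 h at room temperature, then cultured overnight at 37 C. Thallium flux was read with FluxOr dye. Rate constants were normalized to DMSO controls.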
Numbers without * were called inactive; ? = inconclusive; . = not tested or not shown; & = joins results of further samples; [ ] = another dose, or the depositor's remark. Unless noted, calls follow the shape of the dose curve; as a rule, active = well fitted curve in the direction sought with a large enough effect; inconclusive = small, poorly fitted or top-dose-only effect, or another doubt; inactive = no such curve, though single readings can be large; an effect the other way counts as inactive or inconclusive.

SMILES	KCNH2 3.1 inh	GALK inh	Menin-MLL TR inh	Giardia kill	USP2a block	B2AR arrestin	Coupling enz	PKM2 act	CXXC DNA block	TRPV1 agonist	KCNH2 WT inh
CCCCn1nc(C(=O)NCc2ccccc2CN2CCCC2)c2ccccc2c1=O	-10	.	.	5	1%	-0.7%	.	.	.	20	3
COC(=O)c1ccc(CNC(=O)Cn2nnnc2CN(C)C(C)C)cc1	3	3%	10%	-18	1%	0.4%	1	-1%	2%	2	-14
N#Cc1cnn(-c2ccc(F)cc2)c1N	-15	3%	.	-23	-3%	-0.8%	-8	-3%	7%	.	-5
CCOc1ccc(S(=O)(=O)N2CCN(S(=O)(=O)c3ccc(OCC)cc3)C(C)C2)cc1 (stereo not given)	0	6%	0%	-12	-1%	0.3%	4	?	-7%	5	6
Cc1nn(CCN)c(C)c1Cl	3	3%	4%	9	1%	0.4%	0	-1%	-1%	1	6
O=C(NCCCN1CCCCCC1)c1ccc(CS(=O)(=O)Cc2ccccc2F)o1	.	2%	?	-1	-6%	-0.6%	3	3%	29%	0	5
OCCC1CN(Cc2ccc3c(c2)CCO3)CCN1Cc1ccc(F)cc1 (stereo not given)	-2	-2%	0%	8	-1%	0.0%	3	-1%	-2%	-1	17
O=C(NCC1CC1)c1ccc(Oc2cc(Cl)cc(Cl)c2)o1	20	-2%	.	10	2%	-0.1%	4	-2%	-14%	24	-5
CCOC(=O)N1CCN(c2c(NCc3ccc(Cl)cc3)c(=O)c2=O)CC1	2	1%	0%	4	-1%	0.2%	2	13%	14%	3	16
CC(=O)N1CCN(C(=O)c2cc(S(=O)(=O)N(C)Cc3ccccc3)ccc2Cl)CC1	3	.	.	-1	2%	-0.2%	.	.	.	1	13
Cc1ccc(S(=O)(=O)N2CCCC2CNC(=O)C(=O)NCc2ccccn2)cc1 (stereo not given)	2	.	.	-2	3%	0.2%	.	.	.	-1	3
CCC(=O)Nc1ccc(S(=O)(=O)NCc2ccco2)cc1	2	-1%	17%	18	4%	0.8%	1	-1%	-3%	-2	3
CCCCc1c(C)nc2ccc(OC)cc2c1SCCC(=O)O	16	-2%	15%	3	-1%	-3.4%	.	6%	-14%	2	-1
CCOc1ccc(Br)cc1C(=O)N/N=C/c1ccc([N+](=O)[O-])cc1	5	7%	13%	-4	1%	-0.3%	0	1%	6%	1	13
Cc1ccc(S(=O)(=O)N2CCCCC2)cc1NC(=O)CNc1ccc(C(F)(F)F)cc1	0	.	.	-22	-1%	0.0%	.	.	.	13	2
COc1ccc(C(Cl)=C(c2ccc(OC)cc2)c2ccc(OC)cc2)cc1	-2	-1%	5%	-11	1%	-0.4%	-1&0&0	5%	-1%	5	-6
CS(=O)(=O)N1CCC(C(=O)NCCc2ccccc2)CC1	1	1%	2%	-5	3%	-0.2%	6	-8%	24%	5	-9
Cc1ccccc1Cn1ccc(NC(=O)c2nc3ncccn3n2)n1	-4	0%	-9%	-6	6%	-0.3%	0	-7%	-2%	5	-1
COCC(=O)OCC(=O)c1cc(C)n(-c2ccc(Br)cc2)c1C	-14	1%	-13%	-3	0%	0.5%	-6	1%	-5%	14	0
Cc1cc(C)n2c(SCc3ccccc3Cl)nnc2n1	-29	-2%	2%	-23	0%	0.2%	3	4%	2%	5	22
CCc1ccccc1NC(=S)N1N=CCC1c1ccccc1 (stereo not given)	3	9%	4%	-17	1%	-0.3%	-3	-2%	-5%	-2	4
C=CCSc1ncccc1C(=O)NCc1ccc(C)cc1	-1	0%	-16%	3	1%	-0.5%	.	0%	2%	-2	-15
CCn1nnc2cc(C(=O)N3CCC(C(=O)OC)CC3)ccc21	-4	.	.	2	4%	-0.6%	.	.	.	.	9
CN1CCN(CC(=O)N2N=C(c3cccs3)CC2c2ccco2)CC1 (stereo not given)	-16	2%	-8%	2	1%	-1.1%	4	4%	5%	16	9
Cc1ccc(Nc2nc(NCC3CCCO3)nc(N)c2[N+](=O)[O-])cc1C (stereo not given)	-13	2%	22%	3	-1%	0.8%	5	-4%	9%	0	-9
COc1cccc(C(C)NC(=O)C2CCCC2)c1 (stereo not given)	-10	-2%	0%	4	1%	-0.1%	4	2%[11.5 µM]	-1%	2	4
CC(NC(=O)C1CC2CCCC(C1)C2=O)c1ccccc1 (stereo not given)	-3	-3%	1%	10	2%	-0.3%	2	-1%	-4%	2	-3
C/C(Cl)=C\Cn1c(O)c(N=NC(N)=S)c2cc(Br)ccc21	2	5%	?	15	0%	11%	-6	17%	-5%	2	-13
CCN(CC)C(=O)c1sc(N2C(=O)Nc3ccccc3N2O)c(C(=O)OC)c1C	-1	-1%	-10%	-4	3%	0.3%	4	3%	4%	3	7
COc1cc(CN2CCNC(=O)C2CC(=O)N2CCc3ccccc3C2)cc(OC)c1 (stereo not given)	-2	6%	-22%	-11	-5%	-0.8%	-6	-2%	-1%	1	3
O=C(NCC1(N2CCCCC2)CCCCC1)c1cccc(NS(=O)(=O)c2ccccc2)c1	-5	.	.	5	-1%	4.4%	.	.	.	-4	47
Cc1occc1-c1nnc(SCC(=O)NCCc2ccccc2)n1Cc1ccccc1	11	0%	-8%	10	-4%	0.5%	2	-4%	37%[activator]	12	5
O=C(NCc1ccc(Cl)cc1)c1cc2ccccn2n1	0	1%	-3%	-13	0%	-0.1%	3	-14%	-3%	?	0
Cc1cccn2cc(-c3cccc(S(=O)(=O)N4CCCCC4)c3)nc12	-17	1%	18%	14	1%	-0.1%	0	-2%	0%	15	-6
CC(OC(=O)c1cc(S(=O)(=O)N2CCOCC2)ccc1F)C(=O)NCc1ccc2c(c1)OCO2 (stereo not given)	2	.	.	8	-1%	-0.1%	.	.	.	1	-1
O=C(NN1C(=O)C2C3CCC(O3)C2C1=O)c1ccc(Cl)cc1 (stereo not given)	-1	3%	-5%	-6	1%	2.6%	3	1%	4%	3	-5
O=c1c(Cc2ccc(Cl)cc2)c(O)ccn1Cc1ccncc1	-38	1%	-8%	-5	0%	-0.3%	7	8.9µM*	-3%	-1	-9
CCN(CC)c1ccc(CC(=O)NC(C)Cc2ccccc2)cc1 (stereo not given)	6	-2%	?	-18	0%	-0.2%	1	-1%	-1%	23	-5
Cc1ccccc1-n1cc(CNC(=O)CCc2nnc(CCc3ccccc3)o2)cn1	-23	1%	-23%	7	2%	0.4%	0	0%	5%	-3	4
Cc1nc(C(F)(F)F)c(C(=O)N/N=C(\N)c2cccnc2)s1	12	2%	-2%	3	-4%	-0.8%	4	-4%	-6%	-4	-2
Cc1nc(Cc2ccc(OC(C)C)cc2)[nH]c(=O)c1CC(=O)O	-3	0%	-1%	-16	4%	-1.3%	3	1%	1%	1	3
CCOc1ccccc1CN1CCN(Cc2ccc(C)o2)CC1CCO (stereo not given)	-49	-3%	-6%	5	2%	0.2%	-2	3%	-1%	5	1
CCC(CC)NC(=O)C1CCN(S(=O)(=O)c2cccs2)CC1	-15	-3%	-1%	1	-5%	-0.4%	2	-12%	4%	6	4
CCc1nc(SCc2ccc(C(=O)OC)o2)c2c(=O)n(C)c(=O)n(C)c2n1	0	-2%	-20%	-1	0%	-0.6%	2	13%	18%	0	24
Cc1cc2c(cc1S(=O)(=O)N1CCN(c3ccc(Cl)cc3)CC1)OCCN2C	-30	.	13%	-15	6%	-0.1%	0	0%	.	10	-2
Cc1c(C(=O)OCC(=O)N2CCCC2)cccc1[N+](=O)[O-]	-3	-1%	10%	19	-1%	0.2%	1	1%	5%	-1	8
CN1CCC(N(C)S(=O)(=O)c2ccc(NC(=O)COc3ccc(F)cc3)cc2)CC1	4	.	.	15	1%	0.5%	.	.	.	7	-1
O=S(=O)(Cc1ccc(Cl)cc1)Nc1ccc2c(c1)OCO2	-39	0%	-1%	0	-1%	-0.2%	2	-1%	10%	1	2
Cc1onc(-c2ccccc2Cl)c1C(=O)NCc1cccs1	1	0%	-6%	-4	0%	0.6%	4	1%	7%	9	5
CN(Cc1c(F)cccc1Cl)C(=O)C1=CC=CN2CCS(=O)(=O)N=C12	3	.	.	21	5%	-0.3%	.	.	.	.	-3
CC(C)NC(=O)C1CCN(C2CCN(Cc3cn[nH]c3-c3ccccc3)CC2)CC1	-21	0%	?	22	1%	0.2%	3	4%	4%	-9	-5
Nc1nc(-c2ccc(-c3ccccc3)cc2)cs1	-18	0%	?	-13	-1%	0.1%	0	-15%	0%	-1	14
COC(=O)C1=C(C)N(C)C(=O)/C1=C\c1ccco1	18	2%	-10%	11	1%	-3.0%	-1	7%	-7%	1	23

Screening data as filed in PubChem.

These rows are one share of the data, so the mix of outcomes need not match the whole.
